VLA-4 inh – inhibition in a human VLA-4 binding assay; P13612; VLA-4 expressing cells, ligand binding flow cytometry; inhibition, % (about 7 µM as worked out from the volumes in the protocol); 330,000 tested, 0.2% active; in the data active = inhibition above about 50%
Target sequence (P13612 whole entry, looked up): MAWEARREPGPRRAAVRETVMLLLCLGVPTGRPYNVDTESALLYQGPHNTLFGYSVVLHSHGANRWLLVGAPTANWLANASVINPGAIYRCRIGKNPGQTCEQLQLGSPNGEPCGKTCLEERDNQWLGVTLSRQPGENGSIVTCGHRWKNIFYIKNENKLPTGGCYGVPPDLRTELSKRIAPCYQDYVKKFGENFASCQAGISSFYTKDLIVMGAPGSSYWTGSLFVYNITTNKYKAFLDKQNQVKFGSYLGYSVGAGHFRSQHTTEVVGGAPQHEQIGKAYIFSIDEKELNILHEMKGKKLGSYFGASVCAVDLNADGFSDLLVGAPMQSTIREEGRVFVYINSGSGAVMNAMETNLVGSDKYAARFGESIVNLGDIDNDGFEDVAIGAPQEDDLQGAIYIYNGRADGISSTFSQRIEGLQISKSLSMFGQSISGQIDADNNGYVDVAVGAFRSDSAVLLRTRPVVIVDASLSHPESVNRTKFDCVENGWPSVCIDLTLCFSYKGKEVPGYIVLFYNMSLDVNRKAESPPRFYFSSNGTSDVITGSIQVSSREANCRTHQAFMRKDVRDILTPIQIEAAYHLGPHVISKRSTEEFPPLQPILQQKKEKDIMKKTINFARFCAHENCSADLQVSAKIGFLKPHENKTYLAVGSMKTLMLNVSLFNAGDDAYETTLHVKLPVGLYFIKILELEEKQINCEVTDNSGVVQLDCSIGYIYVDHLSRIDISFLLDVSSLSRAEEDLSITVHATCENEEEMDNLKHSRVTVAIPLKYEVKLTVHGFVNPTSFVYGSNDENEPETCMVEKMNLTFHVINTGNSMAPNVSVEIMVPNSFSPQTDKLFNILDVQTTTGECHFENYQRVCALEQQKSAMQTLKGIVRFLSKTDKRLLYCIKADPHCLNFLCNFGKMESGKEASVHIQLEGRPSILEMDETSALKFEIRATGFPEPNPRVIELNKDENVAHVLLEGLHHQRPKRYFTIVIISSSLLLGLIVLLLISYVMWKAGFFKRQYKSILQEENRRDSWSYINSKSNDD
MCL1-BIM inh – disrupts human MCL1 binding to BIM-BH3 peptide; inhibition, % at 10.9 µM; 320,000 tested, 0.68% active; GST-MCL1 / FITC-Bim-BH3 fluorescence polarization; AID 2057; Q07820;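 active = inhibition above the mean inhibition of all tested compounds plus 3 SD, set per campaign, cut at about 40% in these data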;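 also: 0% = DMSO wells and 100% = unlabeled Bim-BH3 peptide control; higher means more loss of mP so more displacement of Bim peptide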
Fam108B inh – Fam108B inhibition, counter-screen for RBBP9 inhibitors; recombinant Fam108B, FP-Rh probe fluorescence polarization; inhibition, % at 9.51 µM; 300,000 tested, 0.33% active; AID 1947;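 active = inhibition above the screen mean inhibition plus 3 SD, computed separately per campaign, cut at about 18% in these data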;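 also: inhibitors lower polarization as less probe binds the enzyme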
Bcl-xL primary – Bcl-xL (human) inhibition; GST-Bcl-xL / FITC-Bim BH3 peptide fluorescence polarization; inhibition, % at 10.9 µM; 320,000 tested, 0.7% active;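 active = inhibition above the mean of all tested compounds plus 3 SD, cutoff set per campaign, cut at about 30% in these data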;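 also: 0% = DMSO wells and 100% = unlabeled Bim-BH3 peptide competitor; inhibitors lower millipolarization by displacing the labeled peptide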
Efflux pump inh – antifungal efflux pump inhibition, Nile Red retention; S. cerevisiae Candida pump triplex; inhibition, % at 10 µM; 330,000 tested, 0.44% active; AID 485275;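 active = plate passing quality check with inhibition over a set limit, or well fluorescence over plate mean plus 4 SD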;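 also: Nile Red retained in pooled yeast measured as flow cytometry median fluorescence; 0% = buffer negative control and 100% = Enniatin B positive control; higher means more Nile Red kept so more efflux inhibition; some compounds called inactive have numbers as strong as hits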
GRK2 aptamer HTS – blocks RNA aptamer binding to human GRK2; bead flow cytometry, FAM-aptamer displacement from GRK2; inhibition of aptamer binding, % at 10 µM; P25098; 330,000 tested, 0.59% active;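 active = inhibition of aptamer binding above 40%, roughly 3 SD of noise, on plates passing a quality check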;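 also: median bead fluorescence of bound FAM aptamer so fluorescent compounds give negative values; no value below 0 was filed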
MEX-5 binding – C. elegans MEX-5 TCR-2 RNA binding activity; activity score (negative = inhibition of binding), % at 10 µM; Q9XUB2; 300,000 tested, 0.38% active; AID 1832; MEX-5/FITC-TCR2 RNA binding, fluorescence polarization; active compounds read low;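 active = inhibition past about -25% in most replicates, and total fluorescence under double the plate's negative control median, limit read from the data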;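 also: 0% = DMSO and -100% = 5 µM competing unlabeled TCR2 RNA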
PME-1 primary – blocks human protein phosphatase methylesterase 1; Q9Y570; recombinant PME-1, FP-Rh probe fluorescence polarization; inhibition, % at 5.9 µM; 320,000 tested, 0.53% active; AID 2130;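 active = inhibition above the campaign mean of all compounds plus 3 SD, cut at about 26% in these data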;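 also: competitive labeling of PME-1 active site by serine hydrolase directed probe; 0% = PME-1 with DMSO and 100% = wells lacking PME-1 enzyme; inhibitors block probe labeling so polarization falls and inhibition rises; many of its hits are not listed in these tables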
GLD-1 TGE inh – GLD-1-TGE RNA interaction inhibition (C. elegans). purified GLD-1 + fluorescein TGE RNA, fluorescence polarization. inhibition, % at 5.96 µM. Q17339. 320,000 tested, 0.44% active;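 active = percent inhibition above a per-plate cutoff, the plate mean of test compounds plus 3 SD, cut at about 30% in these data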;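 also: 0% = DMSO wells with GLD-1 and probe and 100% = wells lacking GLD-1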
An asterisk follows results filed as active; nt = not tested or not shown. Some of the compounds tested; rates above refer to the full screens.

SMILES | VLA-4 inh | MCL1-BIM inh | Fam108B inh | Bcl-xL primary | Efflux pump inh | GRK2 aptamer HTS | MEX-5 binding | PME-1 primary | GLD-1 TGE inh
CC1CN(C(=O)CCC(=O)NCc2ccccn2)c2ccccc2O1 (stereo unspecified) | -0.1 | 5.7 | 2.6 | -1.4 | 0.2 | 2.0 | 1.9 | 0.2 | 10.0
COC(=O)C1=C(CS(=O)(=O)c2ccc(OC)cc2)NC(=O)NC1c1ccccc1 (stereo unspecified) | 9.9 | 9.1 | -4.2 | 6.4 | 0.3 | 0.0 | 1.1 | -6.5 | 1.4
O=C(NCCCO)C(=O)Nc1cc2c3c(c1)CCN3C(=O)CC2 | 20.2 | 3.6 | -2.8 | 1.1 | 0.9 | 6.0 | -5.2 | -1.2 | -4.6
COc1cccc(CNC(=O)C(=O)NCC2CCCO2)c1 (stereo unspecified) | 3.8 | 0.9 | 7.0 | 2.7 | 0.0 | 2.0 | 0.6 | 5.1 | 4.4
NS(=O)(=O)c1ccc(CCNC(=O)/C=C/c2cccc([N+](=O)[O-])c2)cc1 | 6.0 | -5.5 | -0.6 | 0.5 | -0.2 | 1.0 | -1.0 | 1.6 | 1.2
COc1ccc(OC)c(NC(=O)CSc2nc(C)cs2)c1 | 6.7 | 5.0 | 1.9 | 0.2 | 0.0 | 0.0 | 0.5 | 1.7 | -0.8
O=C(CCC1CCCC1)NCCS(=O)(=O)N1CCN(c2ccccc2F)CC1 | 1.3 | 2.0 | -3.0 | 3.7 | 0.2 | 2.0 | 0.2 | 0.4 | -1.7
COCc1cc(=O)[nH]c(SCCS(=O)(=O)c2ccc(C)cc2)n1 | -0.1 | 10.4 | 0.4 | 7.0 | 0.2 | 1.0 | -2.2 | -3.7 | 5.6
COCCCN(C(=O)C1CCCCC1)c1c(N)n(Cc2ccccc2)c(=O)[nH]c1=O | 2.7 | nt | nt | nt | -0.2 | 0.0 | nt | nt | 3.0
Cc1ccc(OCCCC(=O)Nc2ccc3c(c2)OCO3)cc1 | 10.2 | 2.9 | 3.6 | 3.7 | 0.0 | 0.0 | -0.6 | 2.7 | -8.1
COc1ccc(/C=C/c2ccncc2)c2ccccc12 | -26.8 | -1.6 | 3.6 | 0.3 | 0.2 | 0.0 | 2.8 | -3.1 | -0.6
CCC(C)(C)NC(=O)CN(C(=O)c1csnn1)c1ccccc1-c1ccccc1 | -0.8 | 7.0 | 5.3 | 7.2 | 0.3 | 0.0 | -1.8 | -8.2 | -10.9
CN(C(=O)COC(=O)c1cc2ccccc2cc1O)C1CCCCC1 | 15.2 | 5.6 | nt | 3.7 | 0.1 | 0.0 | nt | -3.7 | 2.6
CC(=O)Nc1nc(-c2ccc([N+](=O)[O-])cc2)cs1 | 0.6 | 4.5 | -0.5 | 7.1 | 0.1 | 1.0 | 1.8 | -4.1 | 3.7
COc1c(C)cc(S(=O)(=O)NCc2ccco2)c(C)c1C | 41.1 | 0.9 | -0.7 | -0.4 | 0.0 | 0.0 | -2.4 | 7.7 | 7.5
C=CCN1N=C(c2ccc(NC(=O)c3ccccc3)cc2)CSC1=O | 29.8 | -0.8 | -7.6 | 5.9 | 0.0 | 0.0 | -2.7 | -13.6 | 2.8
CC1CC(C)CN(C(=O)COC(=O)c2nccnc2N)C1 (stereo unspecified) | -3.1 | 9.7 | nt | -0.9 | 0.1 | 0.0 | nt | 1.5 | 2.6
O=C(CCl)NC(Cc1c[nH]c2ccc(OCc3ccccc3)cc12)C(=O)O (stereo unspecified) | 14.7 | 11.3 | 3.5 | 5.1 | 0.0 | 0.0 | 3.6 | -4.3 | -2.3
CS(=O)(=O)N(CC(=O)Nc1c(F)cccc1F)c1ccc(C23CC4CC(CC(C4)C2)C3)cc1 | 9.4 | 6.5 | -5.0 | 5.6 | 0.0 | 3.0 | 1.4 | -8.0 | 1.3
O=C(C1=C[C@@H](c2ccccc2)C[C@@H](OCCCCO)O1)N1CCN(Cc2ccc3c(c2)OCO3)CC1 | -8.0 | 18.6 | -0.9 | 0.2 | -0.1 | 0.0 | -1.0 | 8.9 | 1.3
Cc1cc(C)cc(NC(=O)CSCc2cc(=O)n3ccsc3n2)c1 | 16.9 | 3.6 | -1.1 | 2.8 | 0.1 | 0.0 | -0.8 | -1.0 | -6.8
COC(c1ccccc1)c1nc2ccccc2[nH]c1=O (stereo unspecified) | 4.0 | 4.2 | 5.6 | 1.9 | 0.0 | 3.0 | 0.8 | -0.3 | -4.3
COc1cc(/C=C/C(=O)NC(C)C2CC3CCC2C3)cc(OC)c1OC (stereo unspecified) | 21.8 | 3.0 | -0.9 | 6.0 | -0.1 | 0.0 | 0.9 | 0.5 | 1.9
CCOC(=O)c1ccccc1Nc1cn(C(C)=O)c2ccccc12 | -1.0 | 5.3 | 3.0 | -4.4 | 0.7 | 0.0 | 2.2 | 7.3 | -0.5
CCOC(=O)N1CCN(C(=O)C(=O)Nc2sc3c(c2C#N)CC(C)(C)OC3)CC1 | -1.9 | 7.7 | 4.4 | 3.4 | -0.3 | 0.0 | 0.8 | 5.2 | 0.2
O=C1NC(c2ccc(Br)cc2)Nc2ccccc21 (stereo unspecified) | -255.0 | 6.1 | 1.3 | 6.3 | 0.1 | 2.0 | 1.7 | -4.4 | 0.1
Cc1nn(Cc2ccccc2Cl)c(C)c1C(=O)Nc1nnc(C2CC2)s1 | 0.4 | 1.5 | -1.0 | 3.4 | -0.1 | 2.0 | -0.3 | 0.3 | 1.9
COc1ccc([N+](=O)[O-])cc1NC(=O)C(C)OC(=O)CC1CCCC1 (stereo unspecified) | 13.3 | -16.7 | nt | -4.3 | 0.1 | 3.0 | nt | 4.9 | 2.7
CC(=O)Oc1ccc(OC(C)=O)c(S(=O)(=O)c2ccc(C)c(C)c2)c1 | 13.0 | 0.5 | -2.7 | 3.7 | 0.0 | 1.0 | -2.3 | -0.9 | -6.8
CC1CCCC(C)N1/N=C/c1ccc([N+](=O)[O-])cc1 (stereo unspecified) | -7.9 | -2.1 | -5.1 | 1.0 | -0.1 | 0.0 | 0.5 | -12.9 | -23.1
COc1ccc(CC(=O)N[C@@H](CCSC)c2nc3ccccc3[nH]2)cc1 | 8.5 | -16.3 | 0.7 | -5.1 | -0.1 | 0.0 | -0.4 | -0.8 | -4.3
C[C@]12CC[C@@H]3c4ccc(OC(=O)c5ccccc5)cc4CC[C@H]3[C@@H]1CC[C@@H]2O | -3.0 | 8.7 | -7.4 | 2.3 | 0.1 | 0.0 | -0.5 | -9.3 | 1.1
CCC(Oc1ccccc1)C(=O)Nc1ncc([N+](=O)[O-])s1 (stereo unspecified) | -4.2 | -0.4 | -1.9 | 1.7 | 0.1 | 0.0 | 0.2 | -0.4 | -0.7
O=C(CN1C(=O)NC2(CCCCC2)C1=O)NCCc1ccccc1 | -4.6 | nt | nt | nt | 0.3 | 2.0 | nt | nt | 0.4
CC1(C)CC(c2nc(-c3ccc([N+](=O)[O-])cc3)cs2)CCO1 (stereo unspecified) | 7.8 | 6.5 | -2.3 | 2.5 | 0.0 | 0.0 | 0.5 | 1.1 | 10.3
Cc1cccc(NC(=S)N2CCN(Cc3ccc4c(c3)OCO4)CC2)c1C | -14.5 | 7.5 | 1.2 | 4.8 | -0.1 | 2.0 | 1.0 | -2.9 | 4.5
CC1CN(S(=O)(=O)c2cccc(-c3csc(-c4ccccc4)n3)c2)CC(C)O1 (stereo unspecified) | -2.4 | 10.8 | -3.2 | 4.3 | 0.0 | 0.0 | 1.4 | -9.5 | 10.6
CCOC(=O)N1CCN(CC(O)c2ccc3c(c2)CCN3)CC1 (stereo unspecified) | 6.4 | 7.2 | 2.5 | 6.2 | 0.0 | 1.0 | -0.4 | 0.4 | -4.4
CC(C)(C)c1ccc(C(=O)N/C(=C\c2cccc([N+](=O)[O-])c2)C(=O)Nc2cccc(C(=O)O)c2)cc1 | 5.7 | 9.6 | -1.2 | 6.4 | 0.0 | 2.0 | 1.6 | -9.9 | 2.6
Cn1ncc(-c2ccno2)c1C(=O)O | 0.3 | -1.1 | -0.5 | 4.4 | 0.0 | 6.0 | -4.2 | 0.3 | -7.8
O=C(CN1C(=O)S/C(=C\C=C\c2ccccc2)C1=O)Nc1ccc(O)cc1 | 2.9 | 10.3 | -10.1 | 7.9 | 0.0 | 0.0 | -3.1 | -35.3 | 1.8
Cc1ccc2nc(Cl)c(/C=N/NC(=O)c3ccccc3O)cc2c1 | 18.4 | 13.5 | -1.8 | 5.2 | -0.5 | 0.0 | 0.3 | 6.3 | 4.8
COC(=O)c1c(-c2cccc(C)c2)csc1NC(=O)C1CCCO1 (stereo unspecified) | -10.5 | 0.1 | 1.8 | 4.8 | -0.3 | 0.0 | 4.0 | -3.0 | -3.2
CS(=O)(=O)N(CC(=O)N1CCN(C(c2ccccc2)c2ccccc2)CC1)C1CCCCC1 | -0.5 | 2.5 | -4.2 | 2.0 | 0.0 | 2.0 | 2.7 | 7.0 | -3.5
Cc1ccc(NC(=O)CN(C)C(=O)c2ccc(Br)o2)cc1 | 3.0 | -9.1 | -0.2 | -4.7 | -0.2 | 10.0 | 0.9 | -4.3 | -3.1
Cc1cc(C(=O)OCC(=O)N(C)c2ccccc2)ccc1[N+](=O)[O-] | 5.2 | -4.5 | -2.9 | -4.8 | 0.1 | 0.0 | -3.9 | 2.6 | -5.6
CCN(CC)c1ncnc2c1sc1nc(C)cc(C)c12 | 3.3 | -2.4 | -3.9 | -0.2 | 0.1 | 2.0 | 4.1 | 3.0 | -1.1
COc1ccccc1N1CCN(C2CCCN(C(=O)CN3CCCCC3=O)C2)CC1 (stereo unspecified) | -13.2 | -7.2 | -2.8 | -5.4 | 0.0 | 2.0 | -2.8 | -1.5 | -0.2
C=CCn1c(SCc2c(C)noc2C)nc2sc3c(c2c1=O)CCCCC3 | -7.4 | 9.6 | 0.3 | 2.6 | -0.1 | 1.0 | -0.2 | -6.5 | 5.7
CCOC(=O)c1oc2ccccc2c1CSc1nnnn1-c1ccccc1 | -1.5 | -1.8 | 1.4 | -2.7 | 0.0 | 1.0 | 0.4 | 2.5 | -0.4

Continued.
SMILES | VLA-4 inh | MCL1-BIM inh | Fam108B inh | Bcl-xL primary | Efflux pump inh | GRK2 aptamer HTS | MEX-5 binding | PME-1 primary | GLD-1 TGE inh
Cc1cc(N(C)C)ccc1N=Nc1ccc(N)cc1 | -8.6 | -3.7 | 1.0 | -1.2 | 0.0 | 2.0 | -1.2 | -2.7 | -4.9
COc1cccc(OCCOc2ccccc2OC(C)C)c1 | -6.3 | 1.4 | 3.8 | -1.7 | -0.3 | 0.0 | 0.4 | 0.3 | -2.7
O=C1CN(c2ccccc2)C(=O)N1 | -4.3 | 5.0 | 4.3 | 1.0 | 0.1 | 0.0 | -0.2 | 4.2 | -0.2
COc1cc(C2SCCS2)cc(Br)c1Oc1ncccc1[N+](=O)[O-] | 7.6 | 2.1 | 2.1 | 5.3 | 0.2 | 3.0 | 2.6 | 12.2 | 0.9
COC(=O)CN1C(=O)C(C)=C(c2ccc(C)cc2)S1(=O)=O | 0.8 | 5.5 | -0.1 | 3.2 | -0.1 | 0.0 | -0.9 | 1.5 | -2.4
Nc1csnc1C(=O)O | -7.9 | 7.4 | -1.1 | 6.8 | 0.1 | 2.0 | -2.2 | -6.8 | -9.8

Screening results from PubChem BioAssay.
